Compound activity (PubChem)
MazEF act = MazEF (E. coli) toxin RNase activation; activation, % at 20 µM; FAM/BHQ RNA-DNA oligo cleavage fluorescence, 5 h; P0AE70; 0.32% of 350,000 active; in the data active = activation above about 50%
Target sequence (P0AE70 whole entry, looked up): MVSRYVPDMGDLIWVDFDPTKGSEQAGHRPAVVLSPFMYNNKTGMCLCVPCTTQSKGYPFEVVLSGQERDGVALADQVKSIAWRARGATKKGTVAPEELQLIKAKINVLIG
PrPC TRFRET = inhibitors of human cell surface prion protein PrPC; TR-FRET read-out; inhibition, % at 13.8 µM; 0.43% of 370,000 active; in the data active = inhibition above about 24%; note: 0% = median of the test wells and 100% = reference compound wells
SARS 3CLpro inh = SARS-CoV 3CLpro protease inhibition. P0C6X7. recombinant SARS-CoV 3CLpro, quenched FRET peptide cleavage. inhibition, % at 6 µM. 0.14% of 290,000 active; in the data active = inhibition above about 12%
DUSP3 inh = inhibitors of human VHR1 phosphatase (DUSP3) | P51452 | recombinant VHR phosphatase, pNPP absorbance | inhibition, % at 13.3 µM | 0.52% of 290,000 active; in the data active = inhibition above about 50%; note: some compounds called inactive have numbers as strong as hits
BoNT F protease = blocks Botulinum neurotoxin F light chain protease; Multiplex microsphere protease cleavage assay, flow cytometry; inhibition, % at 10 µM; 0.22% of 360,000 active; AID 588497; in the data active = inhibition above about 35%, passing the limit was not always enough; inconclusive = no clear call, values can overlap the other calls; note: plate controls were buffer without enzyme for full effect and enzyme alone for no effect
BoNT A protease = BoNT A light chain protease inhibition | inhibition, % at 10 µM | 0.17% of 360,000 active | AID 588499 | multiplex microsphere protease substrate cleavage, flow cytometry; note: plate controls were buffer without enzyme for full effect and enzyme alone for no effect
Rv3671c inh = inhibitors of M. tuberculosis serine protease Rv3671c; 0.048% of 320,000 active; inhibition, % at 5.96 µM; P9WHR9; in the data active = inhibition above about 38%;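 note: extracellular domain of Rv3671c used as enzyme; 0% = enzyme with DMSO and 100% = no enzyme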
SSB-PriA inh = inhibitors of Klebsiella pneumoniae PriA binding to SSB C-terminal tail; AlphaScreen SSBct-PriA binding, biotinylated peptide; inhibition, % at 33 µM; 0.6% of 430,000 active; AID 1272365; in the data active = inhibition mostly above about 37%, no sharp cut-off; inactive = mostly below about 20%;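 note: plate controls were negative control peptide for no effect and reference peptide for full effect; strong numbers were not always called active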
CCHF vOTU inh = blocks the CCHF virus ovarian tumor domain protease. CCHFV vOTU protease, Pep-AMC fluorescence. inhibition, % at 11.5 µM. 0.55% of 370,000 active. AID 651958; in the data active = inhibition above about 30%; note: 0% = vehicle wells with enzyme and 100% = no enzyme wells
Anthrax LF prot = blocks Bacillus anthracis lethal factor protease. AID 588501. P15917. multiplex microsphere protease cleavage assay, LF. inhibition, % at 10 µM. 0.12% of 360,000 active; note: plate controls were buffer without enzyme for full effect and enzyme alone for no effect
Target sequence (P15917 whole entry, looked up): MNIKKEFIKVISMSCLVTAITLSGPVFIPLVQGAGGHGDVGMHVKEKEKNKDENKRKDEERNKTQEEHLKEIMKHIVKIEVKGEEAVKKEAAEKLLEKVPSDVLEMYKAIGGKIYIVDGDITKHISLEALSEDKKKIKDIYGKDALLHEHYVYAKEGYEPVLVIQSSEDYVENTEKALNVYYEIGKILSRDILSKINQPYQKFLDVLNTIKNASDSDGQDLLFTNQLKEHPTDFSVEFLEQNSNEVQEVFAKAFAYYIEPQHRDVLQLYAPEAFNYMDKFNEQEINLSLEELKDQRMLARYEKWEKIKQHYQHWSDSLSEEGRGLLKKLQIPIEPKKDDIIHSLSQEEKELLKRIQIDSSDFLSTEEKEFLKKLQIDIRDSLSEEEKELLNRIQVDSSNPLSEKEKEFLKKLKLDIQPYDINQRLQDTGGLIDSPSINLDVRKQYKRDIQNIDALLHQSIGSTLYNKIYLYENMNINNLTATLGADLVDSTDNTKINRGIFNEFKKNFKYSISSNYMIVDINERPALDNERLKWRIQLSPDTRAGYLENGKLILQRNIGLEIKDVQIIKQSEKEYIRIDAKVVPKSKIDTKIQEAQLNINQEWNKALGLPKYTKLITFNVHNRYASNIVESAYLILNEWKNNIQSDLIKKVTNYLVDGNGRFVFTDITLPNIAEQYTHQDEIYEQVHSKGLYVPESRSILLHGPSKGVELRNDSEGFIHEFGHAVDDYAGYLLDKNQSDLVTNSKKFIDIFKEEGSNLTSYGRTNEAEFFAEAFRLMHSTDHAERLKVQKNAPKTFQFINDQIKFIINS
* marks the source's active call; other numbers are inactive results. Cut-off read from the data, not from the text of the source, unless noted: active = inhibition above about 30%; inconclusive = no clear call, values can overlap the other calls; inactive = below that. An excerpt (hit frequency here may not be typical).

How did CC1CCN(S(=O)(=O)N2CCC(C(=O)O)CC2)CC1 do in these assays?
MazEF act: 1; PrPC TRFRET: 1; SARS 3CLpro inh: 0; DUSP3 inh: 8; BoNT F protease: -1; BoNT A protease: -0.5; Rv3671c inh: 3; SSB-PriA inh: -6; CCHF vOTU inh: -10; Anthrax LF prot: 0

Results for CCOc1ccc(NC(=O)c2ccccc2OCC(=O)c2ccccc2)cc1 ?
MazEF act: -6; PrPC TRFRET: 8; SARS 3CLpro inh: 1; DUSP3 inh: 19; BoNT F protease: -9; BoNT A protease: -0.1; Rv3671c inh: -39; SSB-PriA inh: -5; CCHF vOTU inh: -6; Anthrax LF prot: -10

Results for COc1cc(NC(=O)COC(=O)[C@@H]2CCCN2S(=O)(=O)c2ccc(Cl)cc2)cc(OC)c1OC ?
MazEF act: 0; PrPC TRFRET: 6; SARS 3CLpro inh: -1; DUSP3 inh: 19; BoNT F protease: -8; BoNT A protease: 0.1; Rv3671c inh: 0; SSB-PriA inh: 7; CCHF vOTU inh: 16; Anthrax LF prot: -1

How did O=C(COC(=O)Cc1c(F)cccc1Cl)NCCC1=CCCCC1 do in these assays?
MazEF act: -1; PrPC TRFRET: -2; SARS 3CLpro inh: -3; DUSP3 inh: -3; BoNT F protease: 3; BoNT A protease: 0.5; Rv3671c inh: -2; SSB-PriA inh: -21; CCHF vOTU inh: 1; Anthrax LF prot: 0

Results for COc1ccc(CC(C)N2CCN(c3ccccc3OC)CC2)cc1OC (centres undefined) ?
MazEF act: -12; PrPC TRFRET: -2; SARS 3CLpro inh: 2; DUSP3 inh: 6; BoNT F protease: -11; BoNT A protease: 0.3; Rv3671c inh: 8; SSB-PriA inh: 6; CCHF vOTU inh: 0; Anthrax LF prot: -1

Results for CSc1nc(C)c2c(n1)N(c1ccc(O)cc1)CC2 ?
MazEF act: -245; PrPC TRFRET: -3; SARS 3CLpro inh: -2; DUSP3 inh: 40; BoNT F protease: -2; BoNT A protease: -1.2; Rv3671c inh: -6; SSB-PriA inh: -9; CCHF vOTU inh: 8; Anthrax LF prot: -2

How did CCNc1nc(SC(C)C(=O)OC)nc(N2CCOCC2)n1 (centres undefined) do in these assays?
MazEF act: 5; PrPC TRFRET: 4; SARS 3CLpro inh: 0; DUSP3 inh: -12; BoNT F protease: -3; BoNT A protease: -0.1; Rv3671c inh: 0; SSB-PriA inh: -19; CCHF vOTU inh: -10; Anthrax LF prot: -2

Results for COc1cc2c(cc1OC)CN(c1ccc(C(F)(F)F)cn1)CC2 ?
MazEF act: 19; PrPC TRFRET: 0; SARS 3CLpro inh: -2; DUSP3 inh: 0; BoNT F protease: -14; BoNT A protease: 2.0; Rv3671c inh: -1; SSB-PriA inh: -8; CCHF vOTU inh: -9; Anthrax LF prot: -4

Results for COc1ccc(OCC(=O)Nc2cc3oc4ccccc4c3cc2OC)cc1 ?
MazEF act: 4; SARS 3CLpro inh: 6; DUSP3 inh: -8; BoNT F protease: -5; BoNT A protease: -0.2; Rv3671c inh: -2; SSB-PriA inh: 1; Anthrax LF prot: 1

How did NC(=O)C1=C[C@@H](c2coc3ccccc3c2=O)C[C@@H](OCc2ccc(CO)cc2)O1 do in these assays?
MazEF act: 4; PrPC TRFRET: 40*; SARS 3CLpro inh: 1; DUSP3 inh: 7; BoNT F protease: 0; BoNT A protease: -0.2; Rv3671c inh: 1; SSB-PriA inh: -11; CCHF vOTU inh: 1; Anthrax LF prot: 6

What do the screens show for `CCN1CCN(C(c2cccs2)C(C)NC(=S)Nc2cc(C)ccc2C)CC1` (centres undefined)?
MazEF act: 4; PrPC TRFRET: -2; SARS 3CLpro inh: 1; DUSP3 inh: -3; BoNT F protease: -6; BoNT A protease: -0.7; Rv3671c inh: 11; SSB-PriA inh: -8; CCHF vOTU inh: -6; Anthrax LF prot: -3

Results for COc1ccc(CCC(=O)Nc2ccc(C)c(S(=O)(=O)N(C)C)c2)cc1OC ?
MazEF act: -3; PrPC TRFRET: 5; SARS 3CLpro inh: -3; DUSP3 inh: -4; BoNT F protease: -3; BoNT A protease: 0.5; Rv3671c inh: -8; SSB-PriA inh: -8; CCHF vOTU inh: -22; Anthrax LF prot: 1

Results for O=C(COC(=O)c1nn(-c2ccccc2)c(=O)c2ccccc12)NC1CCS(=O)(=O)C1 (centres undefined) ?
MazEF act: 0; SARS 3CLpro inh: 2; DUSP3 inh: 0; BoNT F protease: -3; BoNT A protease: -0.6; Rv3671c inh: 7; SSB-PriA inh: 4; Anthrax LF prot: 0

How did O=C(CCN1C(=O)S/C(=C\c2cccs2)C1=O)Nc1nccs1 do in these assays?
MazEF act: -13; PrPC TRFRET: 13; SARS 3CLpro inh: 6; DUSP3 inh: 2; BoNT F protease: -3; BoNT A protease: -0.5; Rv3671c inh: 8; SSB-PriA inh: -9; CCHF vOTU inh: 14; Anthrax LF prot: -4

How did COc1ccc(C(=O)C2CCCN(CCO)C2)c(C)c1 (centres undefined) do in these assays?
MazEF act: 4; PrPC TRFRET: 1; SARS 3CLpro inh: 0; DUSP3 inh: 8; BoNT F protease: inconclusive; BoNT A protease: 0.3; Rv3671c inh: 4; SSB-PriA inh: -2; CCHF vOTU inh: -9; Anthrax LF prot: -5

Grouped by structure: those above containing an aryl thioether with sulfur outside any ring
Results for CSc1nc(C)c2c(n1)N(c1ccc(O)cc1)CC2 ?
MazEF act: -245; PrPC TRFRET: -3; SARS 3CLpro inh: -2; DUSP3 inh: 40; BoNT F protease: -2; BoNT A protease: -1.2; Rv3671c inh: -6; SSB-PriA inh: -9; CCHF vOTU inh: 8; Anthrax LF prot: -2

How did CCNc1nc(SC(C)C(=O)OC)nc(N2CCOCC2)n1 (centres undefined) do in these assays?
MazEF act: 5; PrPC TRFRET: 4; SARS 3CLpro inh: 0; DUSP3 inh: -12; BoNT F protease: -3; BoNT A protease: -0.1; Rv3671c inh: 0; SSB-PriA inh: -19; CCHF vOTU inh: -10; Anthrax LF prot: -2

The listing continues:
How did O=C(COC(=O)c1ccccc1O)NC1CCCc2ccccc21 (centres undefined) do in these assays?
MazEF act: -1; PrPC TRFRET: 8; BoNT F protease: 0; BoNT A protease: -0.4; Rv3671c inh: 0; SSB-PriA inh: 4; CCHF vOTU inh: -9; Anthrax LF prot: 1

How did NS(=O)(=O)c1ccc(NC(=O)CN2C(=O)C3C4C=CC(C4)C3C2=O)cc1 (centres undefined) do in these assays?
MazEF act: -3; PrPC TRFRET: 9; SARS 3CLpro inh: 7; DUSP3 inh: 11; BoNT F protease: -3; BoNT A protease: -0.4; Rv3671c inh: 1; SSB-PriA inh: -11; CCHF vOTU inh: -5; Anthrax LF prot: 1

What do the screens show for `Fc1ccc2c(c1)C(c1ccc(N3CCOCC3)cc1)=NNC(c1cccs1)=N2`?
MazEF act: 2; SARS 3CLpro inh: -1; DUSP3 inh: 6; BoNT F protease: 3; BoNT A protease: inconclusive; Rv3671c inh: 6; SSB-PriA inh: 40*; Anthrax LF prot: -2

What do the screens show for `COCCn1c(SCC(=O)OCc2ccccc2)nc2c1c(=O)[nH]c(=O)n2C`?
MazEF act: 2; PrPC TRFRET: 5; DUSP3 inh: 26; BoNT F protease: -8; BoNT A protease: -0.4; Rv3671c inh: -3; SSB-PriA inh: -13; CCHF vOTU inh: -2; Anthrax LF prot: 2

What do the screens show for `CC(Nc1cc(N2CCOCC2)ccc1[N+](=O)[O-])c1ccccc1` (centres undefined)?
MazEF act: -1; PrPC TRFRET: -4; SARS 3CLpro inh: 1; DUSP3 inh: 4; BoNT F protease: -6; BoNT A protease: -0.1; Rv3671c inh: -5; SSB-PriA inh: 4; CCHF vOTU inh: -13; Anthrax LF prot: -3

Results for COc1cccc(-c2nc(CS(=O)(=O)c3ccccc3)no2)c1 ?
MazEF act: 0; PrPC TRFRET: 6; SARS 3CLpro inh: -4; DUSP3 inh: 18; BoNT F protease: 4; BoNT A protease: 0.9; Rv3671c inh: 1; SSB-PriA inh: -16; CCHF vOTU inh: 15; Anthrax LF prot: 2

What do the screens show for `O=C(CCCN1C(=O)c2ccccc2C1=O)Nc1ccc(S(=O)(=O)N2CCOCC2)cc1`?
MazEF act: 5; PrPC TRFRET: 8; SARS 3CLpro inh: 0; DUSP3 inh: 16; BoNT F protease: -7; BoNT A protease: inconclusive; Rv3671c inh: -1; SSB-PriA inh: -4; CCHF vOTU inh: -3; Anthrax LF prot: -5

What do the screens show for `COc1cc(/C=N/NC(=O)c2nc(-c3ccccc3)n(-c3ccccc3)n2)ccc1O`?
MazEF act: 6; PrPC TRFRET: -2; SARS 3CLpro inh: 6; DUSP3 inh: 14; BoNT F protease: 1; BoNT A protease: 0.3; Rv3671c inh: 12; CCHF vOTU inh: 4; Anthrax LF prot: -1

How did O=C1NC(=O)C(c2cccs2)(c2cccs2)N1 do in these assays?
MazEF act: 3; PrPC TRFRET: 4; SARS 3CLpro inh: 0; DUSP3 inh: 26; BoNT F protease: -2; BoNT A protease: -0.5; Rv3671c inh: 3; SSB-PriA inh: -11; CCHF vOTU inh: 11; Anthrax LF prot: -1

Results for Cc1cc(-c2n[nH]c(=S)n2/N=C/c2c[nH]c3ccccc23)n[nH]1 ?
MazEF act: 0; PrPC TRFRET: 9; SARS 3CLpro inh: -2; DUSP3 inh: 16; BoNT F protease: 8; BoNT A protease: -0.3; Rv3671c inh: -11; CCHF vOTU inh: -5; Anthrax LF prot: -1

What do the screens show for `CCOc1cc(C=O)ccc1OCC(=O)NC(C)(C)C`?
MazEF act: 1; PrPC TRFRET: 2; SARS 3CLpro inh: 2; DUSP3 inh: 17; BoNT F protease: 3; BoNT A protease: 0.1; Rv3671c inh: -4; SSB-PriA inh: 5; CCHF vOTU inh: 6; Anthrax LF prot: -1

What do the screens show for `CC1(c2nnc(-c3ccc(F)cc3)o2)CC(c2ccccc2)=NO1` (centres undefined)?
MazEF act: 1; PrPC TRFRET: -3; DUSP3 inh: 0; BoNT F protease: -5; BoNT A protease: -0.7; Rv3671c inh: -3; SSB-PriA inh: -17; CCHF vOTU inh: -6; Anthrax LF prot: -2

How did CC1(OC(=O)CCc2ccccc2)C(=O)C=C2C=C(c3ccc(C#N)cc3)N(C3CCCC3)C=C2C1=O (centres undefined) do in these assays?
MazEF act: -14; PrPC TRFRET: 3; DUSP3 inh: 7; BoNT F protease: -29; BoNT A protease: 3.9; Rv3671c inh: -4; SSB-PriA inh: -11; CCHF vOTU inh: 11; Anthrax LF prot: -9

Results for C[C@@H](NC(=O)Cn1cnc2c(OCc3ccccc3)ncnc21)c1cccc2ccccc12 ?
MazEF act: 11; PrPC TRFRET: 15; BoNT F protease: 7; BoNT A protease: 0.5; Rv3671c inh: -1; SSB-PriA inh: -15; CCHF vOTU inh: 6; Anthrax LF prot: 0

How did O=S1(=O)N[C@@H](Cc2ccccc2)COc2cc(N3CCN(Cc4ccccc4F)CC3)ccc21 do in these assays?
PrPC TRFRET: -14; BoNT F protease: 0; BoNT A protease: 1.0; CCHF vOTU inh: 17; Anthrax LF prot: 0

What do the screens show for `O=C(CCN1C(=O)/C(=C\c2cccs2)SC1=S)Nc1ccc(C(=O)O)cc1`?
MazEF act: -3; PrPC TRFRET: -9; SARS 3CLpro inh: -1; DUSP3 inh: -7; BoNT F protease: -1; BoNT A protease: -0.4; Rv3671c inh: -6; SSB-PriA inh: -6; CCHF vOTU inh: 14; Anthrax LF prot: 1

How did CCOC(=O)C1=C(C)NC(=O)N(C(C)=O)C1c1ccc(Cl)cc1 (centres undefined) do in these assays?
MazEF act: 9; PrPC TRFRET: 7; SARS 3CLpro inh: 3; DUSP3 inh: 29; BoNT F protease: -16; BoNT A protease: -1.2; Rv3671c inh: -5; SSB-PriA inh: 2; CCHF vOTU inh: 2; Anthrax LF prot: -3
